Source: PubChem BioAssay (several laboratories)
AHR act = activates the human aryl hydrocarbon receptor; activation, % at 5 µM; actives 2.5% (n = 320,000); P35869; AHR-responsive luciferase reporter cells, luminescence; in the data active = activation above about 47%;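 also: 0% = vehicle wells and 100% = reference agonist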
MEP2-GFP yeast = alters MEP2-GFP fluorescence in TOR pathway yeast screen; actives 0.51% (n = 330,000); GFP response vs DMSO, % at 10 µM; S. cerevisiae MEP2-GFP strain, flow cytometry GFP, 3 h; 100% = DMSO control level;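 active = GFP response versus DMSO above a set limit, roughly screen mean plus 3 SD, cut at about 180% in these data; inconclusive = fewer than 70 cells counted for a yeast strain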;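 also: median GFP fluorescence of the barcode-gated MEP2-GFP cells per well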
CIT2-GFP yeast = modulators of TOR pathway CIT2-GFP in S. cerevisiae; S. cerevisiae CIT2-GFP strain, flow cytometry, 3 h; 100 means same as DMSO wells; actives 0.065% (n = 320,000); GFP response vs DMSO, % at 10 µM;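 active = GFP response relative to DMSO above a set limit, near the screen mean plus 3 SD, cut at about 150% in these data; inconclusive = Fewer than 70 cells measured for a yeast strain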;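 also: ratio of well median GFP fluorescence to mean of DMSO wells on the plate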
RPL19A TOR yeast = modulators of TOR pathway RPL19A-GFP in S. cerevisiae; S. cerevisiae RPL19A-GFP strain, flow cytometry, 3 h; stronger effect = lower value; actives 0.3% (n = 330,000); percent response vs DMSO, % at 10 µM;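 active = percent response vs DMSO below 50%; inconclusive = fewer than 70 events counted for the yeast strain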;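 also: median channel GFP fluorescence of the barcoded RPL19A-GFP strain; ratio of sample median GFP to plate DMSO average so 100% = DMSO; lower means less RPL19A-GFP as with rapamycin TOR inhibition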
proCasp3 act = activates human procaspase-3; P42574; recombinant procaspase-3 D3A, Ac-DEVD-pNA absorbance 405 nm; activation, % at 8.5 µM; actives 0.11% (n = 330,000);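 active = activation above the mean of all tested compounds plus 3 SD, cut at about 21% in these data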;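 also: 0% = DMSO alone and 100% = DMSO wells spiked with extra 5 µM PC-3 D3A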
Target sequence (P42574 whole entry D9A/D28A/D175A): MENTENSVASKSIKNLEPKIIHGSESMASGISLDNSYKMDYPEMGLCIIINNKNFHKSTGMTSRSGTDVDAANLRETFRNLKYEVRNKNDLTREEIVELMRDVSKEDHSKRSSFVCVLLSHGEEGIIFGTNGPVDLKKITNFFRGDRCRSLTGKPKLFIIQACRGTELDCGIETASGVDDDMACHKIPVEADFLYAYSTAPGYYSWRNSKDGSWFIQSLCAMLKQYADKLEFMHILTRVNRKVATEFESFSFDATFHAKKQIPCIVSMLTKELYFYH
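assay system = Procaspase-3 D3A mutant | signal = absorbance at 405 nm, 0 and 120 min | times = 1 h preincubation plus 2 h reaction at 25 °C | repeats = single replicate | read-out = % activation between DMSO and enzyme-spiked controls | medium = Zinc-free HEPES saline buffer with Triton X-100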
proCasp7 act = counter-screen for procaspase-3 activators: activators of human procaspase-7. AID 463210. actives 0.093% (n = 330,000). P55210. recombinant procaspase-7, Ac-DEVD-pNA absorbance 405 nm; D23A/D198A/D206A triple mutant, cannot self-cleave; scale: DMSO 0, 5 µM enzyme 100. activation, % at 8.5 µM;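 active = percent activation above the screen-wide mean plus 3 SD, cut at about 25% in these data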
Target sequence (P55210 whole entry D23A/D198A/D206A): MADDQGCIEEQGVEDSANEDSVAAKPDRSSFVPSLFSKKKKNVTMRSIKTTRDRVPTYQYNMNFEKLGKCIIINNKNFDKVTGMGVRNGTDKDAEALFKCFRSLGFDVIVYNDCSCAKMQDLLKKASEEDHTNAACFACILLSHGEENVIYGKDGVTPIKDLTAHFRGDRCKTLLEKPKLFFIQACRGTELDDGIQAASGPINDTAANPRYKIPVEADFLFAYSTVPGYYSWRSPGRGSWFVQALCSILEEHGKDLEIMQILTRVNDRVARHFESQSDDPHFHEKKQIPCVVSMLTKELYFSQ
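Detection: p-Nitroaniline absorbance at 405 nm, read at 0 and 120 min; system: Uncleavable procaspase-7 mutant enzyme; evaluation: % activation from two-timepoint absorbance difference, scaled to controls; times: 1 h enzyme–compound preincubation and 2 h substrate reaction, both 25 °C; buffer or medium: Zinc-free HEPES pH 7.4 with 300 mM NaCl, 0.01% Triton X-100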
AGP1 TOR yeast = yeast TOR pathway AGP1-GFP modulation | S. cerevisiae AGP1-GFP multiplex flow cytometry, 3 h; GFP as percent of DMSO wells | GFP response vs DMSO, % at 10 µM | actives 0.02% (n = 320,000);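 active = GFP response relative to DMSO above a set limit, near screen average plus 3 SD, cut at about 150% in these data; inconclusive = fewer than 70 cells counted for the yeast strain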;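 also: median GFP channel fluorescence of the gated AGP1 strain per well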
LAP4-GFP MLPCN = alters LAP4-GFP fluorescence in TOR pathway yeast screen | S. cerevisiae LAP4-GFP multiplex, flow cytometry GFP, 3 h; median GFP as percent of DMSO wells | actives 0.34% (n = 320,000) | AID 2023 | GFP response vs DMSO, % at 10 µM;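 active = GFP response vs DMSO above a set limit, about the screen mean plus 3 SD, cut at about 150% in these data; inconclusive = under 70 cell events counted for the yeast strain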
Starred values were filed as active, the others as inactive; ? = inconclusive; nt = no result given.

The first 4 compounds, ahead of the listing:
SMILES	AHR act	MEP2-GFP yeast	CIT2-GFP yeast	RPL19A TOR yeast	proCasp3 act	proCasp7 act	AGP1 TOR yeast	LAP4-GFP MLPCN
Cc1cccc(C(=O)NCC(=O)NCC(c2cccs2)N2CCOCC2)c1 (configuration not stated)	4	96	81	102	3	-2	87	104
COc1cccc(-c2nc3ccccc3s2)c1O	16	98	97	97	-6	-1	99	106
COc1ccc(C(CCN)c2ccc3c(c2)OCO3)cc1 (configuration not stated)	1	100	102	102	2	-8	100	96
Cn1cccc1/C=C1\SC(=O)N(CC(=O)Nc2ccc(Cl)cc2)C1=O	0	103	98	97	-13	3	108	93

This part in full, previewed entries included:
SMILES	AHR act	MEP2-GFP yeast	CIT2-GFP yeast	RPL19A TOR yeast	proCasp3 act	proCasp7 act	AGP1 TOR yeast	LAP4-GFP MLPCN
Cc1cccc(C(=O)NCC(=O)NCC(c2cccs2)N2CCOCC2)c1 (configuration not stated)	4	96	81	102	3	-2	87	104
COc1cccc(-c2nc3ccccc3s2)c1O	16	98	97	97	-6	-1	99	106
COc1ccc(C(CCN)c2ccc3c(c2)OCO3)cc1 (configuration not stated)	1	100	102	102	2	-8	100	96
Cn1cccc1/C=C1\SC(=O)N(CC(=O)Nc2ccc(Cl)cc2)C1=O	0	103	98	97	-13	3	108	93
O=C1CC(N2CCN(c3ccccc3Cl)CC2)C(=O)N1c1ccccc1 (configuration not stated)	1	103	97	98	-22	-9	102	105
Nc1cc2c(cc1C(=O)c1cccc(Br)c1)OCCO2	14	106	110	104	0	1	100	101
CCCCCCNCCn1cnc2c(N)ncnc21	0	97	98	96	1	5	98	100
Cc1cc(CSc2ccccc2)ccc1NC(=O)c1ccc(Br)cc1	7	105	103	104	5	-9	102	91
CC1CCN(C(=O)C2CCN(CCCc3ccccc3)CC2)CC1	0	110	117	108	-5	3	109	108
Cc1cccc(OCc2nc(-c3ccc(-n4cccc4)cc3)no2)c1	-3	100	86	93	3	-2	93	98
COC(=O)c1cc(C)sc1NC(=O)CSc1ncccn1	4	101	105	104	-12	-16	95	97
COc1ccc2nc(N3CCCC3)[nH]c2c1	10	102	94	101	-2	2	102	106
COc1ccccc1N1CC(C(=O)OCc2nc(N)nc(Nc3ccccc3)n2)CC1=O (configuration not stated)	2	103	103	100	-3	2	98	99
COc1ccccc1NC(=O)c1cc(-c2cc(OC)c(OC)c(OC)c2)nc2ccccc12	13	100	109	101	4	9	97	82
CCOc1cc(C(N)=O)cc(OCC)c1OCC	-1	96	115	98	0	2	100	97

Pulled one by one from the entries so far, 4 records:
SMILES	AHR act	MEP2-GFP yeast	CIT2-GFP yeast	RPL19A TOR yeast	proCasp3 act	proCasp7 act	AGP1 TOR yeast	LAP4-GFP MLPCN
COc1cccc(-c2nc3ccccc3s2)c1O	16	98	97	97	-6	-1	99	106
COC(=O)c1cc(C)sc1NC(=O)CSc1ncccn1	4	101	105	104	-12	-16	95	97
Nc1cc2c(cc1C(=O)c1cccc(Br)c1)OCCO2	14	106	110	104	0	1	100	101
Cc1cccc(C(=O)NCC(=O)NCC(c2cccs2)N2CCOCC2)c1 (configuration not stated)	4	96	81	102	3	-2	87	104

(next part)
SMILES	AHR act	MEP2-GFP yeast	CIT2-GFP yeast	RPL19A TOR yeast	proCasp3 act	proCasp7 act	AGP1 TOR yeast	LAP4-GFP MLPCN
CCOc1ccc(N2CC(C(=O)NC3CCSC3=O)CC2=O)cc1 (configuration not stated)	-3	108	111	101	4	6	106	97
Cc1[nH]c2ccc(F)cc2c1CCN(Cc1ccncc1)C(=S)Nc1cccc(F)c1	9	102	96	96	3	6	96	97
O=C1CSC(=Nc2cc(Cl)ccc2Cl)N1	4	103	110	103	9	-4	104	107
Fc1c(F)c(F)c(/C=N/NC(=S)Nc2cccnc2)c(F)c1F	71*	103	nt	99	-8	12	91	90
COc1ccccc1N(C(=O)c1snc(C(N)=O)c1N)C(C(=O)NC1CCCC1)c1ccc2ncccc2c1 (configuration not stated)	4	111	88	93	14	2	94	84
N/C(CS(=O)(=O)c1ccccn1)=N\OC(=O)c1ccc(Cl)cc1	3	93	94	96	-7	3	105	111
Cc1ccc(C)c(-c2csc(NC(=O)C3=COCCO3)n2)c1	4	97	104	99	-7	12	103	105
CC1CCCCN1C/C=C/c1ccccc1[N+](=O)[O-] (configuration not stated)	11	101	100	99	2	5	97	99
COc1ccc(OCC(=O)Nc2ccccc2C(=O)NC(C)C)cc1	3	112	105	109	9	16	106	95
CCN(CC)S(=O)(=O)c1cccc(C(=O)NNC(=O)c2ccc3[nH]c(=O)c(=O)[nH]c3c2)c1	0	98	101	93	11	3	92	85
COc1cccc(CN(C)C(=O)c2sccc2-c2ccccc2)c1OC	4	105	100	105	-1	12	105	110
Cc1cc(C(=O)COC(=O)Cn2cnc3c2c(=O)n(C)c(=O)n3C)c(C)n1C	-2	112	109	109	-2	13	97	109
CCN(CC)S(=O)(=O)c1ccc(C(=O)OCC(=O)Nc2sc3c(c2C#N)CCCCC3)cc1	2	94	96	99	-3	1	94	84
O=C(Cc1ccc2c(c1)OCCO2)N/N=C/c1ccco1	1	101	98	99	-5	11	97	99
COC(=O)c1ccc(Cn2nnc3c(=O)[nH]c(C4CCCN(S(=O)(=O)c5ccc(C)cc5)C4)nc32)cc1 (configuration not stated)	-1	116	133	110	3	8	107	95
COc1cccc(OCc2nc3ncc(Br)cc3[nH]2)c1	19	105	106	105	-4	-1	106	104
Cn1nnnc1SCC(=O)NC(=O)NCc1ccccc1	3	99	108	112	-5	-9	107	104
CCN(CC)C(=O)CSc1nc2ccc(NC(=O)CSc3nnc(COc4ccccc4C)n3C)cc2s1	2	106	102	101	-1	6	101	104
COc1ccc(C(=O)C2CCCN(C(=O)Cn3cncn3)C2)cc1OC (configuration not stated)	4	126	111	102	7	-12	101	104
CCOc1ccc(C(=O)OCC(=O)N(Cc2ccccc2)Cc2ccccc2)cc1OC	-1	108	98	101	-2	7	106	109
O=C(N=Nc1c(O)n(Cc2ccccc2)c2ccccc12)c1ccncc1	6	101	87	94	-7	-7	108	107
CSc1nnc(-c2cc3c(-c4ccccc4)nn(C)c3s2)n1C	27	97	100	96	-1	9	77	112
COc1ccc(CN(C2CCCCC2C)S(=O)(=O)c2ccc(S(=O)(=O)N(C)C)cc2)cc1OC (configuration not stated)	2	116	111	108	5	-9	106	100
Cc1ccc(S(=O)(=O)N(C)C)cc1NC(=O)COC(=O)CN1C(=O)c2ccccc2C1=O	-2	87	84	87	8	-5	88	92
O=C(NC1CCCC1)c1ccccc1-c1nc2ccccc2[nH]1	16	101	103	91	2	3	100	99
COc1ccc(-n2nnnc2SCC(=O)Nc2ccc3c(c2)OCCO3)c(OC)c1	3	98	95	93	2	-8	94	96
CCOC(=O)N1CCN(S(=O)(=O)c2cc(OCC)ccc2OCC)CC1	2	106	92	100	-6	-1	101	101
CSCCC(NS(=O)(=O)c1cccs1)C(=O)NCc1ccc(C)cc1 (configuration not stated)	-2	108	89	103	-7	4	99	103
CC(=O)N1CCN(c2ccc(C(N)=O)cc2[N+](=O)[O-])CC1	-2	?	96	98	6	5	83	86
CC(=O)Nc1nc(-c2cc([N+](=O)[O-])cs2)cs1	-6	100	91	94	1	-1	92	92
COC(=O)c1ccc(/C=N/Nc2nc(N3CCCCC3)nc(N3CCCCC3)n2)cc1	0	102	105	101	5	0	95	93
NC(=O)COc1c(-c2ccco2)oc2ccccc2c1=O	7	105	103	98	2	-9	108	112
COc1ccc(-c2noc(CCC(=O)Nc3cccnc3)n2)cc1	-1	103	113	101	5	2	106	97
C/[N+]([O-])=C/c1c(OCc2ccccc2)ccc2ccccc12	15	105	103	103	-1	-16	100	96
C[C@@H](CSc1ccccc1)CN1CC[C@H](NC(=O)OCc2ccccc2)CCC1=O	6	105	92	101	-7	0	97	91
CCC(=O)N(Cc1ccco1)c1nc(-c2ccc(OC)cc2)cs1	4	107	107	98	3	6	112	101
COCc1cc(C)nc(SCC(=O)N2CCC(C)CC2)c1C#N	-1	105	104	110	9	-6	111	108
CC1CCN(c2cc(N3CCOCC3)c([N+](=O)[O-])cc2F)CC1	3	104	100	101	5	-3	93	89
C1CCC(Nc2nnnn2C2CCCCC2)CC1	1	98	95	96	1	1	99	93
CCOC(=O)CSc1nc(C2CC2)cc(-c2ccc(F)cc2)c1C#N	3	103	96	96	4	4	96	95
CCCCOc1ccc(C(=O)N/C(=C\c2cccc([N+](=O)[O-])c2)C(=O)OC(C)C)cc1	15	94	93	100	-5	-8	94	93
CC(=O)Nc1cccc(C(=O)OCC(=O)Nc2ccc(Cl)cn2)c1	3	94	101	93	-5	12	96	103
Cc1ccc(SCC(=O)N2CCOCC2)cc1	1	109	110	101	7	11	99	96
O=C(Cn1ccc(NC(=O)OCc2ccccc2)nc1=O)NCc1ccccn1	-3	108	105	106	17	16	105	97
CCC(C)(C)n1nnnc1C(C(C)C)N1CCC(C(N)=O)CC1 (configuration not stated)	-2	96	104	97	-1	5	100	99
Cc1[nH]nc2ncc(C(=O)c3cc(Cl)cc(Cl)c3O)cc12	15	115	93	100	-1	-1	106	99
CCOc1ccc(S(=O)(=O)N2CCOCC2)cc1NC(=O)CN1C(=O)NC2(CCCCC2)C1=O	-1	98	99	97	8	-2	102	101
CCCNC(=O)NC(=O)CSc1nnc(-c2c[nH]c3ccccc23)o1	11	113	100	106	1	5	107	110
Cc1csc(=O)n1CC(=O)Nc1ccc(Cl)c(Cl)c1	11	106	111	99	10	10	97	98
CC[C@H](C)[C@H](NS(=O)(=O)c1ccc(C)cc1)C(=O)N1CCC(C(=O)N[C@@H](C)C(=O)O)CC1	2	105	103	98	-5	5	101	101
COc1ccc(N2C(=O)C3CCCN3C2c2ccc(C)o2)cc1 (configuration not stated)	0	94	101	96	1	0	102	97
COc1ccc(CNC(=O)c2cccc3c2C(=O)N(CC2CCCO2)C3)cc1 (configuration not stated)	8	96	85	90	-8	-1	88	91
COc1cccc(NC(=O)COc2ccccc2C(N)=O)c1	0	85	86	83	3	-6	85	75
Cc1c(O)ccc(NC(=O)/C=C/c2ccccc2)c1C	6	122	92	95	12	-3	105	130
CC(C)NCC(O)COC1CCC(C(C)(C)C)CC1 (configuration not stated)	1	96	106	97	-2	4	97	93
COCC(=O)Nc1cc(C(=O)Nc2ccccc2C)ccc1Cl	27	98	98	105	-5	11	102	100
O=C(c1ccc(F)cc1)c1c[nH]c(C(=O)NCCCN2CCOCC2)c1	2	99	92	106	6	6	116	90
Nc1c(C(=O)NC2CCCCC2)nsc1C(=O)OCC(=O)NC1CCCCC1	1	99	98	96	1	4	94	99
CCOC(=O)CSc1nc2ccc(C)cc2n2cnnc12	2	101	89	99	-1	10	93	97
CC(C)CNC(=O)C(=O)NCCC1CCCCN1S(=O)(=O)c1cccs1 (configuration not stated)	5	112	105	101	-6	-2	109	103
CCOCCCn1c(=NC(=O)c2cccs2)c(C#N)cc2c(=O)n3cccc(C)c3nc21	2	98	104	95	-10	-8	98	104
COc1ccc2oc(C(=O)OCC(=O)Nc3cc(S(=O)(=O)N4CCOCC4)ccc3OC)c(C)c2c1	-1	88	78	87	22*	6	87	91
